NadD block – NadD (S. aureus) enzyme inhibition; AID 602399; inhibition, % at 20 µM; 360,000 tested, 0.78% active; purified NadD enzyme, colorimetric absorbance read-out; in the data active = inhibition above about 26%; note: some compounds past the cut are filed as inactive
Scp1 inh – blocks human Scp-1 phosphatase activity; 340,000 tested, 0.88% active; Recombinant Scp1, phosphopeptide, malachite green phosphate absorbance; Q9GZU7; inhibition, % at 20 µM; AID 493091;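 active = inhibition above about 50% at 20 µM, limit read from the data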;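 note: plate controls were DMSO wells with enzyme for no effect and wells lacking enzyme for full effect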
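Test system: SCP-1 catalytic domain; Buffer or medium: Acidic Tris acetate buffer with magnesium and detergent; Also added: Phosphorylated 17-residue peptide substrate; Compound: single 20 µM dose, 1% DMSO; Schedule: enzyme reaction 45 min at room temperature, colour 5 min, stabilisation 30 min; Signal: Phosphate-binding colour reagent, absorbance read at 630 nm.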
MsrA inh – inhibits bovine methionine sulfoxide reductase A; inhibition, % at 15.5 µM; AID 651718; 360,000 tested, 0.75% active; purified bovine MsrA, absorbance read-out; in the data active = inhibition above about 4.5%;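 note: 0% = vehicle wells with enzyme and 100% = reference inhibitor wells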
Rpn11 inh – inhibitors of human proteasome Rpn11; AID 588493; calls only at 20 µM; 360,000 tested, 0.59% active; human 26S proteasome, Ub4-pepOG fluorescence polarization; 20S core pre-blocked with epoxomicin;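 active = inhibition at 20 µM, scaled to each plate's controls, above about 33%, limit read from the data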
Target sequence (O00487 whole entry, looked up): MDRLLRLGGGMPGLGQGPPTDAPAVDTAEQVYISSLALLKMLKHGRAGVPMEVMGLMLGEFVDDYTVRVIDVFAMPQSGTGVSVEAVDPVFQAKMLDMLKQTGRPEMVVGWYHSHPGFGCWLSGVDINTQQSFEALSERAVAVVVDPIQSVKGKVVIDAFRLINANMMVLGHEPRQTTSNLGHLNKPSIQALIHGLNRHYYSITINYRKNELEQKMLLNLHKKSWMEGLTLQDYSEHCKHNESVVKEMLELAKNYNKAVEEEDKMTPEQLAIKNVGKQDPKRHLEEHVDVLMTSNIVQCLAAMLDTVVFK
STEP block – STEP (human) phosphatase inhibition; recombinant STEP, OMFP fluorogenic substrate, fluorescence; inhibition, % at 20 µM; 360,000 tested, 0.25% active; AID 588621;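 active = inhibition at 20 µM, scaled per plate between control wells, above about 37%, limit read from the data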;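 note: 0% = DMSO with enzyme and substrate and 100% = substrate only without enzyme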
Target sequence (P54829 whole entry, looked up): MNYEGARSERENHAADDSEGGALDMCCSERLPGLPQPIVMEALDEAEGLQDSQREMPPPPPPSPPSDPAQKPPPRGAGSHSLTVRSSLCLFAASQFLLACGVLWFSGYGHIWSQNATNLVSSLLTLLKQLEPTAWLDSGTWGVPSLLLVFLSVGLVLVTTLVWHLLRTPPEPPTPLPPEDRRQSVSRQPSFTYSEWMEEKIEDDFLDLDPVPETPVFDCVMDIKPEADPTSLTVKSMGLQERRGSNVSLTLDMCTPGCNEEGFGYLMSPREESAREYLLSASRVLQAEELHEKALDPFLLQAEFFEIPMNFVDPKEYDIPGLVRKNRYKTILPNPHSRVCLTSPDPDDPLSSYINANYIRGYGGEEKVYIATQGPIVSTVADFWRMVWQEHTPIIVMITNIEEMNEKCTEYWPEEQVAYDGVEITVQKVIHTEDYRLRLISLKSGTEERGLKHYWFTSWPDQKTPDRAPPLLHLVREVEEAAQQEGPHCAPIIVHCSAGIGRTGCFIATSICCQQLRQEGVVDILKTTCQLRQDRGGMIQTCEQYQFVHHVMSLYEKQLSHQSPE
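Test system: STEP tyrosine phosphatase / Reagent: OMFP at 25 µM / Doses: 20 µM, 1% DMSO / Read-out: percent inhibition scaled to no-enzyme and uninhibited-enzyme controls, plate-pattern corrected / Detection: FITC-channel fluorescence of OMFP product / Medium: Bis-Tris buffer pH 6.0, 2.5 mM DTT, 0.005% Tween 20 / Schedule: 20 min at room temperature, dark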
DNMT1 inh – DNMT1 (human) enzyme inhibition; inhibition (reported as % activation of signal), % at 10 µM; DNMT1 molecular beacon, Hinp1I cleavage, fluorescence; 360,000 tested, 0.83% active; P26358; in the data active = inhibition above about 50%
SUMO1 PPI mod – SUMO1-SIM interaction modulation | P63165 | SUMO1 binding to a labelled peptide, TR-FRET, 1 h | inhibition, % at 20 µM | 360,000 tested, 0.33% active; in the data active = inhibition above about 37%
TbMetRS inhib – Trypanosoma brucei MetRS inhibition; purified T. brucei MetRS, ATP depletion, Kinase-Glo luminescence; inhibition, % at 11.9 µM; 360,000 tested, 0.4% active;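 active = inhibition above a per-plate cutoff of the control wells' mean inhibition plus 3 SD, cut at about 5.5% in these data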;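 note: 0% = DMSO wells median and 100% = median of wells with control inhibitor compound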
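Material: T. brucei methionyl-tRNA synthetase, purified; reagent: substrates ATP, L-methionine and bulk Escherichia coli tRNA; dosing: 11.9 µM single point; timing: 15 min plus 2 h at 25 °C; detection: luminescence of leftover ATP; evaluation: % inhibition; control set: DMSO-only wells as low control; replicates: singlicate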
LMPTP block – blocks human LMPTP phosphatase. inhibition, % at 20 µM. AID 651560. recombinant LMPTP-A, OMFP fluorogenic substrate, fluorescence intensity. P24666. 360,000 tested, 0.22% active;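 active = compounds that cut the enzyme signal by at least half of the control window in the single-dose screen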;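 note: plate controls were DMSO wells with enzyme plus substrate for no effect and substrate without enzyme for full effect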
Target sequence (P24666 whole entry, looked up): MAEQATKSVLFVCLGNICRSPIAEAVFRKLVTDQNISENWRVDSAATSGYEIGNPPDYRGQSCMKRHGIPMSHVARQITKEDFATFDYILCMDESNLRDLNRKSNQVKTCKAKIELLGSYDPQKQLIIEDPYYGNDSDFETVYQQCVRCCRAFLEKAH
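Test system – LMPTP-A phosphatase enzyme · Quantity – 0.625 nM LMPTP-A final · Reagent – OMFP substrate, 400 µM final · Dosing – one test concentration per compound, 20 µM, with 3% DMSO overall · Timing – 50 min enzyme reaction at room temperature, protected from light · Detection – fluorescence intensity · Controls – substrate-only low control, DMSO enzyme-plus-substrate high control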
CSN inh – inhibitors of human CSN-mediated cullin deneddylation; Q92905; Purified CSN, SCF-Nedd8-OG deneddylation, fluorescence polarization; inhibition, % at 12.5 µM; 360,000 tested, 0.38% active; AID 651999;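 active = pattern-corrected inhibition above about 35%, with an unprinted fluorescence ratio check between 0.5 and 1.5, limit read from the data, passing the limit was not always enough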;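 note: 0% = enzyme with substrate and 100% = substrate without enzyme; some results filed as inactive read as strong as hits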
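Test system: purified human Csn5 enzyme expressed in HEK293T cells. Amount: 0.24 nM enzyme. Reagent: SCFSkp2-Nedd8OG substrate at 10 nM final. Schedule: 90 min incubation of compound, enzyme and substrate at room temperature. Detection: fluorescence polarization. Read-out: % inhibition of substrate cleavage by Csn5.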
* hit, by the source's call.

How did COc1ccc(CCNC(=O)c2cc(-c3ccncc3)nc3ccc(S(=O)(=O)N4CCOCC4)cc23)cc1OC do in these assays?
NadD block: 0; Scp1 inh: 1; MsrA inh: -0.6; Rpn11 inh: inactive; STEP block: 0; DNMT1 inh: -4; SUMO1 PPI mod: -20; TbMetRS inhib: -1.1; LMPTP block: -0.8; CSN inh: 11

Results for O=C(Cn1cnc2c(cnn2-c2ccccc2)c1=O)N1CCOCC1 ?
NadD block: 2; Scp1 inh: -10; MsrA inh: -0.4; Rpn11 inh: inactive; STEP block: 3; DNMT1 inh: 2; SUMO1 PPI mod: 8; TbMetRS inhib: -0.5; LMPTP block: 0.1; CSN inh: 0

What do the screens show for `CCOc1ccc(N(CC(=O)N2CCCCCC2)S(=O)(=O)c2ccc(F)cc2)cc1`?
NadD block: -3; Scp1 inh: -2; MsrA inh: -1.2; Rpn11 inh: inactive; STEP block: -1; DNMT1 inh: 0; SUMO1 PPI mod: -4; TbMetRS inhib: -0.4; LMPTP block: 0.1; CSN inh: 0

What do the screens show for `CN(C)S(=O)(=O)c1ccc(NC(=O)CCCNC(=O)c2ccc(Cl)cc2)cc1`?
NadD block: -1; Scp1 inh: -13; MsrA inh: -0.7; Rpn11 inh: inactive; STEP block: -1; DNMT1 inh: 0; SUMO1 PPI mod: -2; TbMetRS inhib: 0.7; LMPTP block: -0.7; CSN inh: 3

How did COc1ccc(C(=O)NNC(=O)CN(C)S(=O)(=O)c2ccc(Cl)cc2)c(OC)c1OC do in these assays?
NadD block: -3; Scp1 inh: -8; MsrA inh: 0.2; Rpn11 inh: inactive; STEP block: -2; DNMT1 inh: 1; SUMO1 PPI mod: 5; TbMetRS inhib: -0.5; LMPTP block: -1.4; CSN inh: -2

How did O=S(=O)(c1ccc(Cl)cc1)N1CCC(n2cnc3cc(C(F)(F)F)ccc32)CC1 do in these assays?
NadD block: 1; Scp1 inh: 15; MsrA inh: 3.1; Rpn11 inh: inactive; STEP block: -4; DNMT1 inh: 1; SUMO1 PPI mod: 1; TbMetRS inhib: -0.6; LMPTP block: 3.9; CSN inh: -2

Results for Cc1ccc(C)n1-c1nccc(-c2cccs2)n1 ?
NadD block: 9; Scp1 inh: -14; MsrA inh: 1.4; Rpn11 inh: inactive; STEP block: 1; DNMT1 inh: -4; SUMO1 PPI mod: -10; TbMetRS inhib: -0.8; LMPTP block: -0.3; CSN inh: 0

Results for COc1ccc(-c2nc(NC(=O)Cn3cnnn3)sc2C)cc1 ?
NadD block: -4; Scp1 inh: -3; MsrA inh: 1.6; Rpn11 inh: inactive; STEP block: -2; DNMT1 inh: -2; SUMO1 PPI mod: 0; TbMetRS inhib: 0.3; LMPTP block: 1.2; CSN inh: -12

Results for COc1cc(/C=C2/N=C(c3ccccc3F)OC2=O)cc(Cl)c1OS(C)(=O)=O ?
NadD block: 4; Scp1 inh: -9; MsrA inh: 0.0; Rpn11 inh: inactive; STEP block: -1; DNMT1 inh: 2; SUMO1 PPI mod: 5; TbMetRS inhib: 0.1; LMPTP block: -2.3; CSN inh: 5

How did CC1CCN(c2nc(-c3ccccc3)c(C#N)c(=O)[nH]2)CC1 do in these assays?
NadD block: 2; Scp1 inh: -1; MsrA inh: 0.3; Rpn11 inh: inactive; STEP block: 0; DNMT1 inh: -1; SUMO1 PPI mod: 2; TbMetRS inhib: -1.4; LMPTP block: -1.3; CSN inh: -2

What do the screens show for `CCN(c1ccccc1)S(=O)(=O)c1ccc(C(=O)N2CCCC(C(F)(F)F)C2)cc1` (configuration not stated)?
NadD block: -8; Scp1 inh: 4; MsrA inh: 0.1; Rpn11 inh: inactive; STEP block: -2; DNMT1 inh: -1; SUMO1 PPI mod: 5; TbMetRS inhib: -0.7; LMPTP block: 1.2; CSN inh: -1

How did CC1(C(=O)Nc2ccc3c(c2)OCCO3)CN(S(C)(=O)=O)CC(=O)N1CCCn1ccnc1 (configuration not stated) do in these assays?
MsrA inh: -0.4; SUMO1 PPI mod: 3; TbMetRS inhib: -0.9; LMPTP block: -3.2; CSN inh: -2

What do the screens show for `COc1ccc(-n2ccnc2SCC(=O)Nc2ccccc2)cc1`?
NadD block: -4; Scp1 inh: -12; MsrA inh: 0.3; Rpn11 inh: inactive; STEP block: 2; DNMT1 inh: -1; SUMO1 PPI mod: -4; TbMetRS inhib: -0.5; LMPTP block: 0.0; CSN inh: 4

Results for COc1ccc(N=c2ssnc2Cl)cc1 ?
NadD block: 21; Scp1 inh: -7; Rpn11 inh: inactive; STEP block: 6; DNMT1 inh: -1; SUMO1 PPI mod: -2; TbMetRS inhib: 0.5; LMPTP block: 45; CSN inh: -1

How did COC(=O)C1=CN(Cc2ccc(OC)c(OC)c2)C=C(C(=O)OC)C1c1cccc(F)c1 do in these assays?
NadD block: -9; Scp1 inh: -15; MsrA inh: 0.5; Rpn11 inh: inactive; STEP block: 0; DNMT1 inh: -1; SUMO1 PPI mod: -11; TbMetRS inhib: 1.6; LMPTP block: 3.0; CSN inh: -1

Next part, starting with the last 3 of the part before.
What do the screens show for `COc1ccc(-n2ccnc2SCC(=O)Nc2ccccc2)cc1`?
NadD block: -4; Scp1 inh: -12; MsrA inh: 0.3; Rpn11 inh: inactive; STEP block: 2; DNMT1 inh: -1; SUMO1 PPI mod: -4; TbMetRS inhib: -0.5; LMPTP block: 0.0; CSN inh: 4

Results for COc1ccc(N=c2ssnc2Cl)cc1 ?
NadD block: 21; Scp1 inh: -7; Rpn11 inh: inactive; STEP block: 6; DNMT1 inh: -1; SUMO1 PPI mod: -2; TbMetRS inhib: 0.5; LMPTP block: 45; CSN inh: -1

How did COC(=O)C1=CN(Cc2ccc(OC)c(OC)c2)C=C(C(=O)OC)C1c1cccc(F)c1 do in these assays?
NadD block: -9; Scp1 inh: -15; MsrA inh: 0.5; Rpn11 inh: inactive; STEP block: 0; DNMT1 inh: -1; SUMO1 PPI mod: -11; TbMetRS inhib: 1.6; LMPTP block: 3.0; CSN inh: -1

What do the screens show for `CC(=O)Nc1nc2[nH]ccc2c(=O)[nH]1`?
NadD block: -3; MsrA inh: -1.5; Rpn11 inh: inactive; STEP block: 2; DNMT1 inh: 0; SUMO1 PPI mod: 11; TbMetRS inhib: 0.2; LMPTP block: -0.7; CSN inh: -7

What do the screens show for `O=C(c1ccc(F)cc1)N1CCN(C2=NS(=O)(=O)c3ccccc32)CC1`?
NadD block: -6; Scp1 inh: 4; MsrA inh: -0.6; Rpn11 inh: inactive; STEP block: -2; DNMT1 inh: 15; SUMO1 PPI mod: 2; TbMetRS inhib: -1.0; LMPTP block: -0.9; CSN inh: -5

Results for O=C(COC(=O)CN1C(=O)C2CC=CCC2C1=O)Nc1cc(C(F)(F)F)ccc1N1CCOCC1 (configuration not stated) ?
NadD block: 6; Scp1 inh: -10; MsrA inh: -1.3; Rpn11 inh: inactive; STEP block: 1; DNMT1 inh: -9; SUMO1 PPI mod: -1; TbMetRS inhib: -0.3; LMPTP block: -0.6; CSN inh: 1

Results for COc1ccc(CNS(=O)(=O)c2ccc3c(c2)CC(C)N3C(=O)C2CC2)cc1 (configuration not stated) ?
NadD block: -1; Scp1 inh: -8; MsrA inh: -0.6; Rpn11 inh: inactive; STEP block: -2; DNMT1 inh: 1; SUMO1 PPI mod: 2; TbMetRS inhib: 0.3; LMPTP block: -0.8; CSN inh: 3

How did Cc1ccc2cc(CN(CC3CCCO3)S(=O)(=O)c3cccc4nsnc34)c(=O)[nH]c2c1 (configuration not stated) do in these assays?
NadD block: -1; Scp1 inh: -8; MsrA inh: 1.9; Rpn11 inh: inactive; STEP block: 4; DNMT1 inh: -2; SUMO1 PPI mod: -18; TbMetRS inhib: -0.3; LMPTP block: -0.7; CSN inh: 3

Results for Cc1c(CNC(=O)C2CCC(=O)N(CCc3ccccc3)C2)cnn1C (configuration not stated) ?
NadD block: -2; Scp1 inh: 2; MsrA inh: -0.9; Rpn11 inh: inactive; STEP block: 0; DNMT1 inh: 6; SUMO1 PPI mod: 6; TbMetRS inhib: -0.6; LMPTP block: 0.2; CSN inh: 0

What do the screens show for `O=[N+]([O-])c1cc([N+](=O)[O-])c2cc(-c3cccnc3)[nH]c2c1`?
NadD block: -2; Scp1 inh: -10; MsrA inh: 1.2; Rpn11 inh: inactive; STEP block: 4; DNMT1 inh: 36; SUMO1 PPI mod: 31; TbMetRS inhib: -0.5; LMPTP block: 14; CSN inh: -2

Results for C[C@H]1CCC[C@@]2(O[C@H](CCO)C[C@H](O)[C@H]2O)O1 ?
NadD block: 1; Scp1 inh: -6; MsrA inh: 0.3; Rpn11 inh: inactive; STEP block: -1; DNMT1 inh: 0; SUMO1 PPI mod: 2; TbMetRS inhib: -0.6; LMPTP block: -2.1; CSN inh: 2

Results for COC(=O)c1cc(O)c(OCc2ccccc2)c(O)c1 ?
NadD block: 1; Scp1 inh: -7; MsrA inh: 0.2; Rpn11 inh: inactive; STEP block: 2; DNMT1 inh: 4; SUMO1 PPI mod: 0; TbMetRS inhib: -1.2; LMPTP block: -1.7; CSN inh: -1

How did CC1CCc2nc3sc4c(c3c(N)c2C1)CCCC4 (configuration not stated) do in these assays?
NadD block: -2; Scp1 inh: 0; MsrA inh: 0.7; Rpn11 inh: inactive; STEP block: 0; DNMT1 inh: 3; SUMO1 PPI mod: 0; TbMetRS inhib: 0.7; LMPTP block: 2.0; CSN inh: 3

How did COc1ccc(-c2cc(NC=O)c3ncc(-c4ccccc4)n3c2)cc1OC do in these assays?
NadD block: 22; MsrA inh: 0.8; Rpn11 inh: inactive; STEP block: 2; DNMT1 inh: -13; SUMO1 PPI mod: -48; TbMetRS inhib: -0.2; LMPTP block: 1.2; CSN inh: -3

How did Cc1ccc(-c2c[n+]3c(n2-c2ccccc2)CCC3)cc1 do in these assays?
NadD block: -2; Scp1 inh: 7; MsrA inh: -0.1; Rpn11 inh: inactive; STEP block: -2; DNMT1 inh: 1; SUMO1 PPI mod: 1; TbMetRS inhib: -1.3; LMPTP block: 0.0; CSN inh: -1
